KCNK9 inh: inhibitors of human KCNK9 two-pore domain potassium channel | HEK293 KCNK9, FluxOR thallium flux fluorescence; stronger effect = lower value | B-score at 10 µM | 1.2% of 310,000 active | AID 488922;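 active means ratio B-score over 3 SD below the library mean, with starting fluorescence within 5 SD of its mean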;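 further: negative B-score means less thallium flux so channel inhibition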
KCNK3 inh: human KCNK3 channel inhibition, primary screen | AID 602410 | O14649 | CHO-KCNK3 thallium flux, FluxOR fluorescence; stronger effect = lower value | 0.84% of 340,000 active | B-score at 10 µM;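 active means B-score under library mean minus 4 SD, starting fluorescence ratio at most library mean plus 5 SD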;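 further: more negative B-score means stronger inhibition of thallium flux through KCNK3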
TMEM16A act: mouse TMEM16A channel activation, primary screen | B-score at 10 µM | Q8BHY3 | HEK293 TMEM16A/YFP-H148Q/I152L, iodide quench fluorescence; stronger effect = lower value | 0.3% of 340,000 active;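 active means fluorescence-ratio B-score plate-corrected deviation score at least 3 library SD below zero, with starting fluorescence score within 5 deviations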;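 further: channel opened by trigger with iodide after compound preincubation; score built on the fluorescence ratio of max minus min over baseline; more negative score means more quench and so TMEM16A activation or potentiation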
HDAC3 inhib: human HDAC3 inhibition. O15379. recombinant HDAC3, fluorogenic peptide/trypsin coupled, fluorescence. inhibition, % at 8.3 µM. 0.15% of 320,000 active. AID 2718; in the data active means inhibition above about 26%, passing the limit was not always enough; inconclusive means no clear call, values can overlap the other calls
RGS4 inh: inhibitors of human RGS4. P49798. HEK293 M3R/RGS4 inducible, Fluo-4 calcium flux; stronger effect = higher value; triggered by carbachol at its EC20. B-score at 10 µM. 0.45% of 310,000 active. AID 463165;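 active means B-score, a plate-corrected calcium signal, over three deviations above library mean, with baseline fluorescence within five deviations of library mean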;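 further: RGS4 expression induced by doxycycline in cells with stable M3 receptor; B-score is computed from the integrated fluorescence ratio over baseline after carbachol; higher B-score means a larger calcium signal and so more RGS4 inhibition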
Target sequence (P49798 whole entry, looked up): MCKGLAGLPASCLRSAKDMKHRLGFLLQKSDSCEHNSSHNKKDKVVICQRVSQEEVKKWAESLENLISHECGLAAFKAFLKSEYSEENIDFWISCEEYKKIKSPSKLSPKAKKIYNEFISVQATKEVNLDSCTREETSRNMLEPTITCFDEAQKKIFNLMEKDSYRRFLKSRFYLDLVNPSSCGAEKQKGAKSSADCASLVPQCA
SKKanGAS inh: inhibitors of SKKanGAS S. pyogenes growth in kanamycin (SK-promoter or general growth effect). BacTiter-Glo, 6 h. inhibition, % at 7.5 µM. 1.3% of 300,000 active. AID 1662;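 active means mean replicate score, as percent of positive control median, at least 50; inconclusive means mean below 50 but one replicate at or above 50; inactive means mean and every replicate below 50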;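 further: strain carries kanamycin resistance gene driven by streptokinase promoter and grows in 40 µg/ml kanamycin; loss of luminescence reflects streptokinase promoter inhibition or plain growth inhibition; 0% = median of DMSO wells and 100% = positive control at its reference dose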
KCNQ1 act: human KCNQ1 channel potentiation or activation. B-score at 10 µM. 0.35% of 310,000 active. CHO-K1 KCNQ1, thallium flux FluxOR fluorescence; stronger effect = higher value. AID 2648;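 active means fluorescence ratio B-score, a plate-corrected score, at least three library SD, with initial intensity B-score within 5 SD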
Target sequence (P51787 whole entry, looked up): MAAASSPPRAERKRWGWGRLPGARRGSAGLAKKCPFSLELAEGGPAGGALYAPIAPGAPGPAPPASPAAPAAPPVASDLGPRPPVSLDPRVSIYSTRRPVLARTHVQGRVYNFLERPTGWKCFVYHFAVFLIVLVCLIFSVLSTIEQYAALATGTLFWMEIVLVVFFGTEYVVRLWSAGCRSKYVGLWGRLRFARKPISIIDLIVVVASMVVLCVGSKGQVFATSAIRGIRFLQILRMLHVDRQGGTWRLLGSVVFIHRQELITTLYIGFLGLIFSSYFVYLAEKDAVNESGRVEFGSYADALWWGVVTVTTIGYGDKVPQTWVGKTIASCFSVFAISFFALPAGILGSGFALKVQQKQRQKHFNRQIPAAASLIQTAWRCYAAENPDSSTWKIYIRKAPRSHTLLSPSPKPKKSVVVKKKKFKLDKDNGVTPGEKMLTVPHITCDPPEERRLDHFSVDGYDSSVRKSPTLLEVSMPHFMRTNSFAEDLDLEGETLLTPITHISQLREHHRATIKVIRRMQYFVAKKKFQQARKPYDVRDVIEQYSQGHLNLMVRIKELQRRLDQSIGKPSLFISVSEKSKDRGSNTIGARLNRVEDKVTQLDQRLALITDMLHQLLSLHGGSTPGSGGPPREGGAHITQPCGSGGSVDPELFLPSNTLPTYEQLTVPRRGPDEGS
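Assay system: CHO-K1 cells stably expressing KCNQ1; Medium: assay buffer with matched DMSO; Also added: K+/Tl+ depolarizing stimulus; Dosing: single dose; Timing: dye 90 min, compound 20 min, room temperature; Measured by: kinetic FluxOR thallium fluorescence, 10-s 1-Hz baseline, 110-s post-stimulus read; Read-out: peak-minus-minimum fluorescence over initial fluorescence, negative-control normalized, B-scored.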
TMEM16A inh: blocks the mouse calcium-activated chloride channel TMEM16A; Q8BHY3; HEK293 TMEM16A/YFP iodide influx fluorescence, ionomycin; normalized B-score (activity score, 25-100; higher = stronger inhibition) at 10 µM; 1.2% of 310,000 active; AID 588511;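 active means ratio plate-corrected score three or more library SD toward inhibition, starting fluorescence score within five deviations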;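 further: score derived from kinetic fluorescence span divided by baseline fluorescence per well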
RGS4 pot: potentiators or activators of RGS4 | HEK293 M3R/inducible RGS4, carbachol calcium flux Fluo4; stronger effect = lower value | B-score at 10 µM | 0.92% of 310,000 active | AID 463111;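 active means B-score of the integrated calcium signal more than 4 SD below the library mean, with starting fluorescence not abnormally high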;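 further: negative B-score means reduced calcium response which marks RGS4 activation or potentiation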
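System: HEK293 FlpIn-TREx cells, stable M3R, doxycycline-inducible RGS4. Timing: overnight RGS4 induction, 30 min dye load 37 °C, 20 min compound RT. Also added: carbachol, ECmax concentration. Measured by: Fluo4 fluorescence kinetic imaging of calcium. Evaluation: integrated calcium ratio converted to B score.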
KCNQ1 inh: inhibitors of human KCNQ1 potassium channel. CHO-K1 KCNQ1, FluxOR thallium flux fluorescence; stronger effect = higher value. B-score at 10 µM. 1.3% of 310,000 active. AID 2642;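 active means compounds whose thallium flux B-score, printed positive for inhibition, exceeds three library SD while starting fluorescence stays within three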;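 further: channel opened by potassium depolarization with thallium stimulus after 20 min compound exposure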
hERG protect: compounds protecting human hERG from proarrhythmic drug block; Q12809; CHO-hERG, FluxOR thallium flux, dofetilide IC70 present; activation (rescue from dofetilide block), less the hit threshold, % at 10 µM; 0.51% of 310,000 active;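 active means activation above the mean of controls blocked by dofetilide plus 5 SD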;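 further: thallium influx through hERG after potassium depolarization seen as dye fluorescence rise; in these data hits start at about 4.7%; inactives centre near -7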
An asterisk follows results filed as active; i = inactive; u = inconclusive; x = no result given.

SMILES	KCNK9 inh	KCNK3 inh	TMEM16A act	HDAC3 inhib	RGS4 inh	SKKanGAS inh	KCNQ1 act	TMEM16A inh	RGS4 pot	KCNQ1 inh	hERG protect
O=C(CCSCc1ccccc1Cl)NCc1cccs1	i	i	i	-1	i	2	i	i	i	i	5.0*
C=CCn1c(=O)c2ccccc2n2c(SCC(=O)Nc3sc(C(=O)N(CC)CC)c(C)c3C(=O)OCC)nnc12	i	i	i	3	i	1	i	i	i	i	-13
COc1ccccc1N1CCN(S(=O)(=O)c2ccc3c(c2)NC(=O)C(C)C(=O)N3)CC1 (stereo not given)	i	i	i	7	i	-4	i	i	i	i	-7
CC(C)(C)c1ccc(C(=O)N2CCN(c3nc4ccccc4o3)CC2)cc1	i	i	i	4	i	4	i	i	i	i	-9
Cc1c(Cl)c([N+](=O)[O-])nn1CCCC(=O)Nc1cccc(Cl)c1	i	i	i	2	i	2	i	i	i	i	-9
Cc1cc(/C=N/NC(=O)C(=O)NCc2ccccn2)c(C)n1-c1cccc(Br)c1	i	i	i	1	i	1	i	i	i	i	-7
Cc1cnc(-c2nnc(N(C)C(=O)c3cccnc3)s2)cn1	i	i	i	-4	i	6	i	i	i	i	-11
COc1ccc(NC(=O)CSc2nc3c(c(=O)n2-c2ccc(F)cc2)SCC3)cc1	i	i	i	2	i	0	i	i	i	i	-12
Cc1ccccc1N=Cc1cc2c(cc1[N+](=O)[O-])OCO2	i	i	i	-5	i	2	i	i	i	i	-5
C#CCOCCOCCOCCNc1nc(N2CCN(C(=O)[C@H]([C@@H](C)CC)n3cc([C@@H](N)CC(C)C)nn3)CC2)nc(N2CCN(C(=O)[C@H](CCCCN)n3cc([C@@H](N)CO)nn3)CC2)n1	i	i	i	-3	i	4	i	i	i	i	-11
O=C(NNC(=O)c1cccnc1SCc1cccc([N+](=O)[O-])c1)c1ccc(F)cc1	i	i	i	-4	i	-4	i	i	i	i	-3
CN(C)S(=O)(=O)c1ccc(C(=O)N(c2ccccn2)c2ccccn2)cc1	i	i	i	-5	i	-1	i	i	i	i	-8
O=C(NCCc1ccccc1)C(=O)NCC1OCCN1S(=O)(=O)c1ccccc1 (stereo not given)	i	i	i	-9	i	-21	i	i	i	i	-12
Cc1cc2nnc(SCC(=O)N3C(C)CCCC3C)n2c(N)n1 (stereo not given)	i	i	i	1	i	-5	i	i	i	i	-9
C=CCC1(CC=C)CCCN1C(=O)c1cc(COc2cncc(Cl)c2)on1	i	i	i	6	i	-2	i	25*	i	i	-18
CN(CC(=O)Nc1ccc(F)cc1)C(=O)COC(=O)CNC(=O)c1sc2ccccc2c1Cl	i	i	i	13	i	1	i	i	i	i	-5
CCOc1ccc(=O)n(-c2ccccc2)n1	i	i	i	u	i	1	i	i	i	i	-6
Cc1ccc(C2=NC3(CCCC3)N=C2SCC(=O)Nc2ccc3c(c2)OCCO3)cc1	i	i	i	u	i	11	i	i	i	i	-12
Fc1cccc(NC(=S)NCc2ccc(Cl)cc2)c1	i	i	i	5	i	6	i	i	i	i	-6
CCOc1ccc(NC(=S)NN2CCN(C)CC2)cc1	i	i	i	-7	i	1	i	i	i	i	-5
O=C(COc1ccc(Cl)cc1)OCC(=O)N1CCCC1	i	i	i	-1	i	-11	i	i	i	i	-5
CCN1CCN(c2cc(C)c3cc(NC(=O)c4ccc(C)c(C)c4)ccc3n2)CC1	i	i	i	0	i	2	i	i	i	i	-14
COc1cccc(C(=O)Nc2nnc(-c3ccc(F)cc3)o2)c1	i	i	i	4	i	91*	i	i	i	i	-8
CCCn1nc(Oc2nc(NCC)nc(NC(C)C)n2)ccc1=O	i	i	i	4	i	-1	i	i	i	i	-7
CCCN1CCN(CCCNC(=O)c2cc3c(=O)oc4ccc(C)cc4c3s2)CC1	i	i	i	-4	i	5	i	i	i	i	-8
CN1CCN(S(=O)(=O)c2ccc(N3CCN(C(=O)c4ccccc4)CC3)nc2)CC1	i	i	i	-1	i	-2	i	i	i	i	-6
COc1ccc(-n2nnnc2-c2cn(C)nc2C(F)(F)F)cc1	i	i	i	-1	i	2	i	i	i	i	-11
Cc1noc(C)c1CSCC(=O)Nc1ccc(Br)cc1Cl	i	i	i	x	i	32	i	i	i	i	-11
CCn1c(C)nnc1SCC(=O)Nc1ccccc1OC	i	i	i	0	i	1	i	i	i	i	-17
COc1cccc(N2C(=O)C3CCCN3C2c2ccc(Cl)cc2)c1 (stereo not given)	i	i	i	-1	i	-3	i	i	i	i	-4
CCCCN(Cc1ccco1)C(=O)c1cc2c(=O)[nH]c3ccc(C)cc3c2s1	i	i	i	x	i	8	i	i	i	i	-13
Cn1c2c(c(O)c(-c3ccccc3)c1=O)C(=O)CC(C)(C)C2	i	i	i	-1	i	-1	i	i	i	i	-6
Cc1ccc(CS(=O)(=O)CCC(=O)NCCc2ccccc2)cc1	i	i	i	11	i	1	i	i	i	i	-4
CCOC(=O)CSc1nnc(CSc2nc3ccccc3s2)n1C	i	i	i	-1	i	-6	i	i	i	i	-1
c1ccc(-n2c(Sc3cnccn3)nnc2-c2cccs2)cc1	i	i	i	3	i	-3	i	i	i	i	-7
CCc1ccccc1NC(=O)c1cc(-c2ccco2)on1	i	i	i	4	i	1	i	i	i	i	-6
COc1cc(NC(=O)CSc2cc(C)c3cc(C)cc(C)c3n2)c(C(=O)O)cc1OC	i	i	i	0	i	44	i	i	i	i	-7
COc1ccc(N2C(=O)CSC2c2cccc(OC)c2OC)cc1 (stereo not given)	i	i	i	3	i	4	i	i	-11*	i	-3
COc1ccc(N2C(=NC(=O)c3ccccc3)SC3CS(=O)(=O)CC32)cc1 (stereo not given)	i	i	i	4	i	-5	i	i	i	i	-5
COC(=O)C1=CN(C)C=C(C(=O)OC)C1c1ccc(Cl)cc1Cl	i	i	i	-6	i	3	i	i	i	i	0
COc1ccc(C2C(C(=O)NCCN(C)C)c3cc(OC)c(OC)cc3C(=O)N2C)cc1OC (stereo not given)	i	i	i	6	i	0	i	i	i	i	-13
CCc1cc(CC)c(/C=N/NC(N)=O)c(CC)c1/C=N/NC(N)=O	i	i	i	6	i	10	i	i	i	i	-2
CCOC(=O)c1c(N)n[nH]c1-c1ccc(OC)cc1	i	i	i	-1	i	-7	i	i	i	i	-9
CC1=C(C(=O)N(C)C)C(c2cccc(Cl)c2)NC(=O)N1 (stereo not given)	i	i	i	4	i	3	i	i	i	i	-6
COC(=O)C1N[C@@H]([C@@H](NC(=O)COc2ccccc2)C(=O)NCc2ccccc2)SC1(C)C (stereo not given in full)	i	i	i	0	i	6	i	i	i	i	-8
CCOc1ccc(-c2c(C(=O)N/N=C/c3ccsc3)nnn2-c2nonc2N)cc1	i	i	i	-5	i	10	i	i	i	i	-3
CC(/C=C/c1ccco1)=N/NC(=O)C1COc2ccccc2O1 (stereo not given)	i	i	i	2	i	-6	i	i	i	i	-7
O=C1CSc2ccc(C(=O)N3CCN(c4ccccn4)CC3)cc2N1	i	i	i	2	i	-16	i	i	i	i	-9
CCN1CCN(c2ccc([N+](=O)[O-])cc2S(=O)(=O)N2CCOCC2)CC1	i	i	i	u	i	-5	i	i	i	i	0
CC(=O)NNC(=S)NCCc1ccccc1	i	i	i	5	i	-3	i	i	i	i	-4

Carrying on.
SMILES	KCNK9 inh	KCNK3 inh	TMEM16A act	HDAC3 inhib	RGS4 inh	SKKanGAS inh	KCNQ1 act	TMEM16A inh	RGS4 pot	KCNQ1 inh	hERG protect
Cc1ccc(/C=N\Nc2cn[nH]c(=O)c2Cl)cc1	i	i	i	9	i	2	i	i	i	i	2
CCOC(=O)c1[nH]c(C)c(C(=O)OCC(=O)N2CCCCC2C)c1C (stereo not given)	i	i	i	2	i	-2	i	i	i	i	-10
CCSc1nnc(-c2sc3nnc(-c4ccccc4)c(-c4ccccc4)c3c2N)o1	i	i	i	2	i	12	i	i	i	14*	-27
COc1ccc(CCNC(=O)CC(Cc2ccccc2)C(=O)O)cc1OC (stereo not given)	i	i	i	-3	i	-4	i	i	i	i	-8
COc1cccc(Nc2nnc(SCc3nc4ccccc4s3)s2)c1	i	i	i	0	i	6	i	i	i	i	-11
Cc1cccn2cc(CCNS(=O)(=O)c3ccc4c(c3)OCCO4)nc12	i	i	i	x	i	3	i	i	i	i	-4
CCN(CC)S(=O)(=O)c1ccc(-n2cnc3cc(C)c(C)cc32)nc1	i	i	i	-13	i	7	i	i	i	i	-9
CC(=O)Oc1ccc(C2(C)CC(C)(C)NC(=S)N2C)c(OC(C)=O)c1 (stereo not given)	i	i	i	2	i	2	i	i	i	i	-10
CC(C)(C)n1nc2c(c1NC(=O)C1CC(=O)N(c3ccc(Cl)cc3)C1)CS(=O)(=O)C2 (stereo not given)	i	i	i	-2	i	40	i	i	i	i	-27
CCCN[C@@H]1C(=O)N2C(C(=O)OCCC)=C(C)CS[C@H]12	i	i	i	1	i	7	i	i	i	i	-6
CC(C)C(=O)NCCc1nc2ccccc2n1CCCOc1ccc(Cl)cc1	i	i	i	7	i	-3	i	i	i	i	-16
COC(=O)C(NC(C)=O)(Nc1cc(C)ccn1)C(F)(F)F (stereo not given)	i	i	i	1	i	12	i	i	i	i	-9
O=C(CNC(=O)c1[nH]cnc1C(=O)N[C@@H](Cc1ccccc1)C(=O)OCc1ccccc1)OCc1ccccc1	i	i	i	5	i	9	i	i	i	i	-16
O=C(Nc1c[nH]c2c(Cl)cccc2c1=O)N1CCN(c2ccccn2)CC1	i	i	i	0	i	-2	i	i	i	i	-9
COc1cc(/C=C2/SC(=S)N(c3c(C)n(C)n(-c4ccccc4)c3=O)C2=O)ccc1O	i	i	-8.1*	7	i	2	i	i	i	i	-6
O=C(OCC(=O)N1CCc2ccccc21)c1ccccc1F	i	i	i	-2	i	-3	i	i	i	i	-3
COc1cc(CN2CCCC(CO)(Cc3cccc(Cl)c3)C2)cc(OC)c1O (stereo not given)	i	i	i	4	i	1	i	i	i	i	-9

Bioassay records from PubChem.
